Assay outcomes (PubChem BioAssay)
C1s inh: blocks human complement C1s protease activity; actives 0.16% (n = 62,000); purified C1s, fluorogenic AMC substrate, pooled mixtures; P09871; mean inhibition % of two 10-compound mixtures (hits give high values), % at 5 µM (by protocol);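 active = inhibition above 20% in each of the two 10-compound mixture wells holding the compound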;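 note: 0% = enzyme wells lacking compound mixture and 100% = no-enzyme blank wells; some compounds called inactive have numbers as strong as hits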
Target sequence (P09871 16-437 limits assumed): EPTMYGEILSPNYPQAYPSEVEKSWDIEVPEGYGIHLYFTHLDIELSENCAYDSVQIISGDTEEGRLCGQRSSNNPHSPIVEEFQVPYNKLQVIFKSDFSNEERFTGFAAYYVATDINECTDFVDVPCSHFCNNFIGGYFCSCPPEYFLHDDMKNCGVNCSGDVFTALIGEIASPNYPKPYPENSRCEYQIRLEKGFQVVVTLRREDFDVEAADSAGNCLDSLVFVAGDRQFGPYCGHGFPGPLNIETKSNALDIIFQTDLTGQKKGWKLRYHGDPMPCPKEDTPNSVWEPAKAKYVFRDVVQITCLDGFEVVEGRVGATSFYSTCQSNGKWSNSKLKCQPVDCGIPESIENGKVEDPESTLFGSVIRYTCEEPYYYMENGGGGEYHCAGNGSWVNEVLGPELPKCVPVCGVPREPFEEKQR
Target sequence (P09871 438-688 limits assumed): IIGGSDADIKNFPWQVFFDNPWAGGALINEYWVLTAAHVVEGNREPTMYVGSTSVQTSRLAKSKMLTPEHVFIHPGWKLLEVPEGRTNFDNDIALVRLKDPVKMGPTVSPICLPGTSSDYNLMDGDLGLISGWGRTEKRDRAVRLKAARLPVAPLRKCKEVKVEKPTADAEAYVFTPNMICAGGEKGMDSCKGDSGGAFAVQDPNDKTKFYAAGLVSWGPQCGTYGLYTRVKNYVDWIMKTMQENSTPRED
FXIa mix inh: inhibitors of human coagulation factor XIa, pooled mixtures; P03951; purified FXIa, fluorogenic substrate; inhibition, % at 5 µM; actives 0.19% (n = 62,000); AID 680;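 note: each value is inhibition by a whole ten-compound pool holding the compound; 0% = enzyme with no mixture and 100% = wells lacking enzyme; strong numbers were not always called active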
FXIIa inh mix: factor XIIa (human) inhibition, mixture screen; inhibition, % at 5 µM; actives 0.2% (n = 62,000); purified FXIIa, fluorogenic substrate, pooled mixtures; P00748;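 note: 0% = enzyme without compound and 100% = no enzyme blank; some results filed as inactive read as strong as hits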
Abs 340nm: absorbance at 340 nm; 65,000 tested, under 10 active; compound absorbance at 340 nm, fold over control; fold change at 10 µM;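 active = at 10 µM dose, initial 340 nm absorbance at least 2 fold that of control wells; inactive = change under 2 fold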;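 note: initial absorbance extrapolated from kinetic A340 decline of NADH oxidation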
CatB block: human cathepsin B inhibition | P07858 | purified cathepsin B, fluorogenic substrate, fluorescence | inhibition, %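 (tested at 10 µM)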 | actives 0.1% (n = 63,000) | AID 453; in the data active = inhibition above about 21%;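 note: 0% = enzyme with no compound and 100% = no enzyme blank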
CatB mix inh: human cathepsin B inhibition by mixtures; P07858; actives 0.06% (n = 62,000); Purified cathepsin B, AMC dipeptide fluorescence, compound mixtures; inhibition, %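 (ten-compound pools at 5 µM per compound and 50 µM total)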; in the data active = inhibition above about 22%, passing the limit was not always enough;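 note: 0% = enzyme without compound and 100% = no enzyme blank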
CatL block: blocks human cathepsin L protease activity. actives 0.17% (n = 58,000). AID 460. P07711. inhibition, %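 (tested at 10 µM)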. purified cathepsin L, fluorogenic substrate, fluorescence; in the data active = inhibition above about 45%;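 note: 0% = enzyme with no compound and 100% = no enzyme blank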
CatS inh: human cathepsin S inhibition | P25774 | recombinant cathepsin S, AMC dipeptide fluorescence, pooled mixtures | inhibition, %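 (tested at 5 µM per compound within 10-compound mixtures)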 | actives 0.06% (n = 62,000); in the data active = inhibition above about 32%, passing the limit was not always enough;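 note: 0% = enzyme without compound and 100% = blank without enzyme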
Target sequence (P25774 115-331 limits assumed): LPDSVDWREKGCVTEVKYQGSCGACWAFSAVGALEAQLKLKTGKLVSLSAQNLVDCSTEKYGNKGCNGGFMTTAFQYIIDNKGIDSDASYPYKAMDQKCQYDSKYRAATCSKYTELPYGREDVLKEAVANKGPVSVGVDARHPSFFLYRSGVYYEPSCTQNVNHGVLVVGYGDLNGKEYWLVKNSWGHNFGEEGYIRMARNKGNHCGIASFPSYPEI
Cathepsin G inh: inhibitors of human cathepsin G; purified enzyme, AMC-tetrapeptide fluorescence, pooled mixtures; inhibition, % at 5 µM (by protocol); actives 0.2% (n = 62,000); AID 581;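 active = inhibition above 20% in each of the two mixture wells holding the compound; inactive = inhibition of 20% or less in either well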;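 note: 0% = enzyme control without mixture and 100% = blank lacking enzyme; strong numbers were not always called active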
Starred values were filed as active, the others as inactive; . = no result given. Cut-off read from the data, not from the text of the source, unless noted: active = inhibition above about 20% (passing the limit was not always enough); inactive = the rest. Only part of the results is shown; the hit share may differ from the screen's.

CatB mix inh	CatL block	Cathepsin G inh	CatB block	C1s inh	Abs 340nm	FXIIa inh mix	CatS inh	FXIa mix inh	structure
1	-8	3	-1	2	1	3	-6	9	Cc1cc(S(=O)(=O)NCCN2CCOCC2)c(C)s1
1	0	3	2	-12	0.96	-18	10	0	COc1ccc(S(=O)(=O)N2C3CCC2CC(NC(=O)C2CC2)C3)cc1 (stereo not given)
-20	-243	-35	-22	-188	1	13	-24	-15	C=CCn1c(=N)c(C(=O)NCCCOC)cc2c(=O)n3cc(C)ccc3nc21
-2	.	3	1	-9	1	-4	1	-6	CN1CC2=Cc3ccccc3OC23Oc2ccccc2C=C3C1
1	4	8	4	-31	1	3	-10	6	O=C(O)c1ccc(COc2c(F)c(F)c(F)c(F)c2F)o1
-1	5	-2	2	0	1.1	-2	1	1	COc1cccc(CN2CCN(C(=O)c3cccc(F)c3)CC2)c1
1	8	5	-1	1	1	14	-3	-7	CCOC(=O)c1[nH]c(C)c(C(=O)N(C)Cc2ccccc2)c1C
-3	1	0	-4	-3	1.1	7	0	24	Cc1nc(CSc2nc3[nH]ncc3c(=O)n2-c2ccccc2)cs1
5	6	9	-4	13	1	-24	-12	4	COc1cc(NC(=O)c2ccc(COCC(F)(F)F)o2)cc(OC)c1OC
6	.	-3	-4	-7	1	3	2	3	Cc1ccc(-n2ncc3c(NCCCn4ccnc4)ncnc32)c(C)c1
-7	10	-7	-1	-32	0.99	10	4	5	Cc1ccccc1CS(=O)(=O)Cc1ccc(C(=O)NCc2cccnc2)o1
-9	-1	-5	2	-125	1	-3	-19	8	CCn1cc(C(=O)NCCCN(C)C)c(=O)c2cc(F)c(N3CCN(C)CC3)cc21
2	.	-2	4	0	1	-14	-2	12	O=C1c2ccccc2-c2c1cccc2C(=O)N1CCN(C(=O)c2ccco2)CC1
2	25	-1	1	2	0.97	5	9	1	CCc1ccccc1N(CC)C(=O)c1cn(CC)c(=O)c2cc(OC)c(OC)cc12
2	-3	-1	-6	-3	1	1	-1	6	CCCCNC(=O)C(NS(=O)(=O)c1cccc2nsnc12)c1ccccc1 (stereo not given)
10	18	0	0	-2	1	6	20	7	O=C(Cc1coc(-c2ccc(F)cc2)n1)Nc1ccccc1
0	6	0	1	2	1	1	17	2	O=C(Nc1cc(N2CCOCC2)ncn1)NC1(C(F)(F)F)Oc2ccc(Cl)cc2O1 (stereo not given)
4	0	10	0	12	0.97	-7	2	3	Cc1ccc(NC(=O)CCN2C(=O)c3ccncc3C2=O)cc1
-2	-3	-27	7	-31	1.1	0	3	-18	N=c1c(C(=O)NCc2ccco2)cc2c(=O)n3ccccc3nc2n1Cc1ccc(Cl)cc1
-3	-12	-1	2	0	1.1	8	-22	6	COc1ccc(OC)c(NS(=O)(=O)c2cc(OC)ccc2OC)c1
1	-2	-7	-2	-3	0.99	0	-5	6	CCOc1ccc(NS(=O)(=O)c2ccc(SC)cc2)cc1
-1	0	15	1	12	0.99	-1	9	2	CN(C)CCSc1nnc2sc3ccccc3n12
-10	-10	-25	1	-39	1	8	-20	-22	COCCn1nnnc1CN1CCC(O)(c2cccc(C(F)(F)F)c2)CC1
-4	1	-22	2	-64	0.98	-1	-16	-29	O=C(CN(C(=O)CNC(=O)c1ccco1)c1ccc(Cl)c(Cl)c1)NC1CCCCC1
6	7	11	-4	17	1	1	-3	6	C=CCNC(=O)C1CC=CCC1C(=O)O (stereo not given)
7	-1	10	15	12	1	9	18	7	O=C(c1cnn2c(C(F)F)cc(-c3ccccc3)nc12)N1CCN2CCCC2C1 (stereo not given)
-2	21	-1	-2	3	1	2	3	-3	Cc1occc1-c1nnc(SCC(=O)c2ccccc2)n1CC1CCCO1 (stereo not given)
1	31	7	5	14	0.98	-1	5	1	Cc1ccc2cc(CN(Cc3cccs3)C(=O)c3ccco3)c3nnnn3c2c1C
-1	.	9	-4	16	1	1	9	7	CCC(C)NC(=O)CS(=O)Cc1nc(-c2cccc(OC)c2)oc1C (stereo not given)
6	14	11	3	16	0.98	3	-9	1	Cc1cccc(-c2nc(CSCC(=O)N3CCN(Cc4ccc5c(c4)OCO5)CC3)c(C)o2)c1
-6	10	5	0	-76	1.1	0	3	-12	CSc1nnc(-c2ccc(F)cc2)o1
-5	5	-13	1	-21	1.1	5	0	-1	O=C(CN1C(=O)c2ccccc2S1(=O)=O)NC1CC2CCC1C2 (stereo not given)
5	-5	11	7	16	0.98	-2	-6	2	COc1ccc2c(c1)OC(O)(C(F)F)CC2=O (stereo not given)
3	5	9	3	14	1	4	12	9	COc1ccc(NC(=O)C2CCCN(S(=O)(=O)c3cccc4cccnc34)C2)cc1 (stereo not given)
2	-4	2	-6	0	1	-8	-1	7	Cc1cc(C)cc(OC(=O)N2CCOCC2)c1
1	.	-2	-2	-4	0.93	-2	6	2	Cc1ccc(S(=O)(=O)C2(C(=O)Nc3cccc(F)c3)CC2)cc1
2	.	9	-1	20	1.1	16	-1	0	C=CCC(NCc1ccccc1)c1ccco1 (stereo not given)
4	13	8	2	-16	1	8	-25	11	CCS(=O)(=O)n1nc(-c2ccc(C)cc2)nc1N
6	2	12	2	15	1.1	1	-9	6	COC(=O)c1ccccc1NC(NC(=O)c1ccco1)C(=O)c1ccc(C)cc1 (stereo not given)
2	3	2	2	1	0.97	3	7	5	C[C@H]1C[C@H]2[C@@H]3CCC4=CC(=O)C=C[C@]4(C)[C@@]3(Cl)[C@@H](O)C[C@]2(C)[C@@]1(O)C(=O)CO
7	13	16	2	-29	1.1	2	7	9	Cc1ccc(-n2nc(-c3cccnc3)cc2C(=O)N2CCOCC2)c(C)c1
-2	-5	9	0	-2	1	-2	-6	1	CCOC(=O)CSc1nc(C2CC2)nc2ccccc12
-3	-8	-3	-3	-3	1	5	-21	5	O=C(COc1nncc2ccccc12)NCCC1=CCCCC1
-15	1	-4	1	-57	1	-55	-12	-16	Cc1ccc2c(c1)CCCN2C(=O)C1CCCO1 (stereo not given)
3	12	-2	8	-31	0.99	-19	7	6	Cc1csc(SCC(=O)Nc2cc(C(C)(C)C)nn2-c2ccccc2)n1
5	-6	1	-4	0	1	4	-10	4	COC(=O)CCCCCc1ccc(C(C)=O)s1
6	4	-1	-5	-2	1	-3	-1	9	CC(C#N)Sc1ncnc2sc3c(c12)CCC3 (stereo not given)
5	.	9	4	2	0.97	14	-4	0	CCC(c1nnnn1C1CCCCC1)N1CCN(C2CCCC2)CC1 (stereo not given)
3	10	8	3	14	0.99	10	-7	2	CCN1C(=O)C2(C(C#N)=C(N)Oc3c2c(C)nn3-c2ccccc2)c2ccccc21 (stereo not given)
-3	-4	-10	3	-44	1	-20	2	3	O=C(NCc1ccccc1Cl)C1CCN(C(=O)c2sccc2-n2cccc2)CC1
1	12	11	1	13	1	-5	5	2	CC(=O)Nc1ccc(S(=O)(=O)N2CCN(CCC#N)CC2)cc1
1	15	0	5	-3	1.1	5	17	-1	CCOC(=O)C1CCCN(C/C(O)=C(\C#N)c2nc(-c3ccccc3)cs2)C1 (stereo not given)
2	3	1	3	6	0.99	3	7	3	Cc1cccc(-c2noc(CCC(=O)Nc3ccccc3)n2)c1
6	11	11	5	25	1	-3	18	8	CCC(=O)Nc1ccc(Cl)c(NC(=O)c2cccnc2)c1
42	4	-1	0	-2	1	12	1	3	COCCn1c(SCC(=O)Nc2sc(C)c(C)c2C#N)nnc1-c1ccc(OC)cc1
-1	3	4	-3	2	0.99	2	6	8	COc1ccc(-c2nnc(SCC(=O)NC(=O)NCc3ccco3)o2)cc1

Next structures.
CatB mix inh	CatL block	Cathepsin G inh	CatB block	C1s inh	Abs 340nm	FXIIa inh mix	CatS inh	FXIa mix inh	structure
5	1	-1	7	-13	0.98	9	17	-1	CN(CC(=O)Nc1nccs1)S(=O)(=O)c1ccc(F)cc1
8	12	-13	3	-12	1	8	17	2	Cc1nc2ccc(S(=O)(=O)NCC(=O)N3CCc4ccccc4C3)cc2s1
4	-6	8	2	7	0.98	-16	-8	7	CN(C(=O)c1cc2sccc2n1C)C1CCCCC1
-2	-21	-3	-3	-5	1.2	1	-6	6	O=C(NCc1ccco1)c1cnc2ccccn2c1=O
-1	20	9	4	14	1	12	6	3	CCSc1nnc(NC(=O)CSc2nc3c(c(=O)n2CC)SC(C)C3)s1 (stereo not given)
37	-7	1	2	-12	1	7	-2	37	COc1ccc(N(C(=O)Cn2nnc3ccccc32)C(C(=O)NCc2ccco2)c2cccnc2)cc1 (stereo not given)
-8	2	9	2	-8	1	4	8	-4	Cc1ccc(C)c2[nH]c(=O)c(CCNC(=O)c3ccc(Br)o3)cc12
4	5	11	-2	14	1	10	1	5	CC1=CC(C)(C)N(C(=O)CN2C(=O)c3ccccc3C2=O)c2ccccc21
3	2	2	1	3	0.97	0	-1	7	Cc1ccc2c(c1)-c1cc(C)nn1C(c1ccc3c(c1)OCO3)N2 (stereo not given)
0	-5	-8	4	-27	1	3	-5	4	CC(NC(=O)c1cccs1)c1ccc2c(c1)OCO2 (stereo not given)
0	11	4	8	-30	1	4	-4	-11	CC(C)(O)C#CC#CCN1CCOCC1
-1	-1	-11	-1	-84	1.1	3	1	-3	Cn1nc(C(=O)Nc2sccc2C(N)=O)ccc1=O
6	9	9	4	2	1	3	13	20*	COc1ccc(-c2nnn(CC(=O)c3ccc4c(c3)OCCO4)n2)cc1OC
-1	1	-3	-3	-3	1	-15	20	0	COC(=O)C1=C(CN2CCc3ccccc32)NC(=O)NC1c1cc(C)ccc1C (stereo not given)
7	-13	3	-1	7	1	-29	11	11	O=C(CSc1nnc(-c2cnccn2)n1Cc1ccco1)c1ccc2ccccc2c1
3	12	5	0	16	0.98	5	-9	4	Nc1nc(CSCc2ccccc2)nc(N2CCOCC2)n1
-8	.	-12	2	-191	1.1	-1	-21	-24	COc1ccc(C(=O)CSc2cc(C)nc3nc(C)nn23)cc1OC
5	-8	0	-3	3	0.99	7	-1	9	CN1CCN(C(=O)C2C3C=CC(C3)C2C(=O)O)CC1 (stereo not given)
2	21	6	2	5	1	-7	7	3	Cc1ccc(NCc2nnc(SCC(=O)NCCc3ccccc3)n2C)cc1
-6	16	4	1	-9	0.98	2	5	-8	C=CCSc1nc2c(c(=O)[nH]c(=O)n2C)n1CC
-6	2	8	-3	-8	1.1	-1	-7	-6	Cc1cc(C)nc(Nc2nc3ccccc3[nH]2)n1
7	28	9	1	14	0.98	-23	5	4	O=C(O)C1C2C=CC(C3CC23)C1C(=O)NCCc1ccccc1 (stereo not given)
1	2	4	4	-14	0.99	-1	6	-5	COc1cccc(Nc2c(F)c(F)c(F)c(F)c2C(=O)O)c1
0	7	1	4	0	1	-9	12	0	CCOC(=O)c1cc2sc(C)cc2n1CC(=O)Nc1cccc(C)c1C
6	-4	-3	-2	-14	1.1	4	0	3	Cc1occc1C(=O)NC(C)C(C)(C)C (stereo not given)
5	-7	2	-5	-13	0.99	8	2	5	COc1ccc(C(=O)NCCSc2ccccn2)cc1
4	.	9	-1	17	1.1	3	1	9	O=C(Cn1cnc2c(cnn2-c2ccccc2)c1=O)NC1CCCC1

Four entries already listed, ordered by length of the SMILES, lowest first:
CatB mix inh	CatL block	Cathepsin G inh	CatB block	C1s inh	Abs 340nm	FXIIa inh mix	CatS inh	FXIa mix inh	structure
6	-4	-3	-2	-14	1.1	4	0	3	Cc1occc1C(=O)NC(C)C(C)(C)C (stereo not given)
5	-7	2	-5	-13	0.99	8	2	5	COc1ccc(C(=O)NCCSc2ccccn2)cc1
4	.	9	-1	17	1.1	3	1	9	O=C(Cn1cnc2c(cnn2-c2ccccc2)c1=O)NC1CCCC1
2	21	6	2	5	1	-7	7	3	Cc1ccc(NCc2nnc(SCC(=O)NCCc3ccccc3)n2C)cc1
